# Screening results: PubChem BioAssay, several laboratories
# RBBP9 inh – inhibitors of human serine hydrolase RBBP9. O75884. recombinant RBBP9, FP-Rh probe fluorescence polarization. inhibition, % at 7.94 µM. 220,000 tested, 0.2% active. AID 1515;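 active = inhibition above the campaign mean of all tested compounds plus 3 SD, cut at about 14% in these data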;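 also: plate controls were DMSO wells with RBBP9 for no effect and wells lacking RBBP9 protein for full effect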
# Target sequence (O75884 whole entry, looked up): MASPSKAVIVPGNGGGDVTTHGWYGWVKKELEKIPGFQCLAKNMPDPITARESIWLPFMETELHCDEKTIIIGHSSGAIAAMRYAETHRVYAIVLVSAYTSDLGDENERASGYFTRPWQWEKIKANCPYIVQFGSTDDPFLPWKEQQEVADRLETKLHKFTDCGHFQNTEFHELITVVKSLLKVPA
#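 System: RBBP9 protein / Buffer or medium: Tris/NaCl buffer pH 8.0 with 0.1% Pluronic / Probe or stimulus: Serine-hydrolase probe FP-Rh, 375 nM pre-mixing / Dosing: 7.94 µM single dose, 0.794% DMSO / Times: enzyme-compound preincubation 30 min, then probe labeling 45 min, 25 °C / Technique: fluorescence polarization (mP), excitation 525 nm, emission 598 nm / Replication: singlicate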
# p97 inhibitor – human p97 ATPase inhibition. P55072. recombinant p97 ATPase, Kinase-Glo ATP luminescence, 3 h. inhibition, % at 8 µM. 220,000 tested, 0.42% active. AID 1481; in the data active = inhibition above about 15%;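 also: 0% = DMSO vehicle and 100% = wells lacking enzyme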
# Hck-Nef inh – blocks Nef-activated human Hck kinase. P08631. Recombinant Hck-YEEI plus Nef, Z-Lyte FRET kinase assay. inhibition, % at 20 µM. 220,000 tested, 0.68% active. AID 463187;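 active = Hck-Nef kinase inhibition above about 50%, limit read from the data; inactive = inhibition below that limit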;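 also: 0% = DMSO with Hck plus Nef and 100% = Hck alone without Nef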
# Runt-CBFb FRET – blocks binding of human RUNX1 Runt domain to CBFb; 220,000 tested, 0.46% active; inhibition, % at 20 µM; Cerulean-Runt/Venus-CBFb FRET ratio 530/480, 1 h; AID 1496;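 active = inhibition over about 50% at 20 µM in the single-dose screen, limit read from the data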;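 also: 0% = DMSO wells and 100% = excess unlabeled CBFb competitor control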
#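 System: Cerulean-labeled Runt domain protein | Quantity: 100 nM of each labeled protein | Schedule: 1 h compound exposure, room temperature | Detection: Fluorescence energy transfer, 422 nm excitation, 530/480 nm emission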
# NPY-Y1 antag – blocks the human neuropeptide Y Y1 receptor; 200,000 tested, 1% active; inhibition, % at 3.6 µM; HEK293-CNG Y1 cells, membrane potential fluorescence; NPY at EC95, then isoproterenol;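 active = inhibition above the campaign mean inhibition of all tested compounds plus 3 SD, cut at about 20% in these data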;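 also: 0% = DMSO wells given NPY plus isoproterenol and 100% = isoproterenol alone without NPY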
# Target sequence (P25929 whole entry, looked up): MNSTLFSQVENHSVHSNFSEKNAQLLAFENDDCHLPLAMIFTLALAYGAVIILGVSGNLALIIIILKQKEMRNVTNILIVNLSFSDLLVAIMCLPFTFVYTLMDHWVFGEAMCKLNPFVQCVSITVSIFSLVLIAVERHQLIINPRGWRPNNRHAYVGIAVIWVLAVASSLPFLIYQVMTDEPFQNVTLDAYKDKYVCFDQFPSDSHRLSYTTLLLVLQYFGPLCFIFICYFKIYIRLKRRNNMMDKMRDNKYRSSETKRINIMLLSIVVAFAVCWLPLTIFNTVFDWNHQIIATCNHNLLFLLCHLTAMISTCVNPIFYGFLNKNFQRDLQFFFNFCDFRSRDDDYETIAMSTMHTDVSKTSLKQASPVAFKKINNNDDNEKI
#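 Material: HEK293 Y1/CNG channel cell line | Also added: NPY (25 nM), isoproterenol (1 µM), Ro 20-1724 (25 µM) | Compound: One concentration, 3.6 µM, in 0.4% DMSO | Schedule: 3 h dye uptake, 1 h room-temperature compound, 45 min post-isoproterenol | Signal: Membrane-potential fluorescent dye readout | Read-out: % inhibition of NPY effect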
# Mdm2 ligase inh – Mdm2 E3 ligase (human) inhibition. Q00987. cell-based MDM2 ubiquitination luciferase reporter, 2 h; 0 = plate control, 100 = twice control, blank-subtracted. signal enhancement, % at 5 µM. 210,000 tested, 0.11% active;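 active = signal enhancement of 30% or more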;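 also: luminescence tracks abundance of the self-degrading MDM2-luciferase fusion protein; higher signal means inhibition of MDM2 E3 ligase activity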
# Target sequence (Q00987 whole entry, looked up, the tested form may be a part): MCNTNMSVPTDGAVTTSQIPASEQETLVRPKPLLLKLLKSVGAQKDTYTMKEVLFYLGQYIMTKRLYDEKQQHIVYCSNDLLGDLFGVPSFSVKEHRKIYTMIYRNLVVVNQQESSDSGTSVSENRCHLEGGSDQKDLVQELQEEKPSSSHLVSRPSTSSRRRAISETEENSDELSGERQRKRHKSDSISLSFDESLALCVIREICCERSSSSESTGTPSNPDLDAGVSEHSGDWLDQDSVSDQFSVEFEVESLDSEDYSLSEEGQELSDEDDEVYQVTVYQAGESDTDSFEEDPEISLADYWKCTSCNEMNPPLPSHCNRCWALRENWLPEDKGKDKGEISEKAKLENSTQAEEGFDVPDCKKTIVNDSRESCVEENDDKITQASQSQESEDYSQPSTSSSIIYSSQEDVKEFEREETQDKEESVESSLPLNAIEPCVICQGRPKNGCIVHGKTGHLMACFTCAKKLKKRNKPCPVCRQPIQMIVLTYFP
#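 Material: Stable MDM2–luciferase fusion reporter cells | Amount: 2000 cells seeded into each well | Dosing: One concentration, 5 µM, with 0.2% DMSO | Incubation: 4 h cell settling then 2 h compound exposure, 37 °C | Measured by: Luciferase luminescence | Read-out basis: % enhancement relative to plate controls after blank subtraction | Benchmarks: Control and blank well means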
# Runt-SMMHC FRET – Runt domain-CBFb-SMMHC interaction inhibition; Q01196+Q13951; Cerulean-Runt/Venus-CBFb-SMMHC FRET ratio 530/480, 1 h; inhibition, % at 20 µM; 220,000 tested, 0.74% active; AID 1434;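 active = mean inhibition across duplicate retests at 20 µM reaching about 50%, limit read from the data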;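 also: 0% = DMSO wells and 100% = wells with excess untagged CBFb-SMMHC; inhibitors lower the FRET ratio by blocking Runt binding to CBFb-SMMHC; some results filed as inactive read as strong as hits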
# NPY1 pot ag – potentiators or agonists of human neuropeptide Y receptor Y1; activation, % at 3.6 µM; P25929; 220,000 tested, 0.37% active; NPY-Y1 expressing cells, potentiator/agonist activation; in the data active = activation above about 33%, passing the limit was not always enough;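 also: cells stimulated with NPY at EC10 then isoproterenol at EC100; 0% = low agonist plus stimulus and 100% = saturating agonist plus stimulus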
# NPY2 pot ag – human NPY-Y2 potentiation or agonism, primary screen | P49146 | cells expressing NPY-Y2, potentiator/agonist read-out | activation, % at 3.6 µM | 220,000 tested, 0.45% active | AID 1359; in the data active = activation above about 27%;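 also: cells stimulated with NPY near EC25 plus isoproterenol at EC100; 0% = vehicle plus submaximal agonist and 100% = vehicle plus saturating agonist; some results beyond the cut were filed as inactive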
# * marks the source's active call; other numbers are inactive results; nt = not tested or not shown.
SMILES,RBBP9 inh,p97 inhibitor,Hck-Nef inh,Runt-CBFb FRET,NPY-Y1 antag,Mdm2 ligase inh,Runt-SMMHC FRET,NPY1 pot ag,NPY2 pot ag
CCOCCn1c(SCc2ccc(F)cc2)nc2c1c(=O)[nH]c(=O)n2C,-4,-3,1,0,0,-7,2,-13,-23
Cc1cc(SCC(=O)NCCN2C(=O)CSC2=O)nc2c(C)cccc12,-5,-4,1,1,6,3,-7,4,4
COc1ccc2c(CC(=O)NCC3CCC(C(=O)O)CC3)cc(=O)oc2c1 (centres undefined),-9,-4,-1,2,5,-4,-1,3,5
c1coc(CN2CNc3nc4ccccc4n3C2)c1,-11,-4,-3,-1,nt,-4,2,-14,9
C/C(=N\NC(=O)c1ccc(Cl)cc1)c1cccs1,-9,-4,18,-1,3,-59,1,-5,-22
C/C(CC(=O)NCCCN1CCOCC1)=N\NC(=O)COc1ccc(C)cc1,-12,-6,-1,0,3,-16,3,-2,2
O=S(=O)(NCc1csc(-c2cccs2)n1)c1cccc(C(F)(F)F)c1,-5,-7,18,-3,nt,-5,4,-4,-4
CC(=O)C1CCC2C3CCC4=CC(=O)CC[C@]4(C)[C@@]3(F)C(O)C[C@]12C (some centres undefined),-5,2,9,1,nt,-11,-1,0,-4
Cc1cc(C)n(CCNc2nc3nonc3nc2N2CCCCC2)n1,2,1,2,0,-1,16,0,-8,-4
CCS(=O)(=O)N1CCC(c2nc(-c3ccc(C(F)(F)F)cc3)no2)CC1,-2,0,3,-4,-4,-27,-4,-3,14
O=C(Cc1cccc(Cl)c1)Nc1ccc(Br)cc1,-10,-3,12,-1,-3,-1,3,8,15
CN1CCC(N(C)C(=S)NC(=O)C23CC4CC(CC(C4)C2)C3)CC1,-4,-1,-1,1,3,-15,1,-2,-10
CCOC(=O)c1sc(NC(=O)CSc2ncccn2)c(C#N)c1C,-7,-4,-7,0,4,-25,0,-35,-6
COc1ccc(C2=Nc3ccc(Br)cc3C(c3ccccc3)N2CC(=O)NN)cc1 (centres undefined),-22,7,-15,-1,9,2,5,-49,-10
COc1ccc(OC)c(NC(=O)CSc2nnc(C3CCCCC3)o2)c1,0,0,24,-1,4,-5,0,-4,16
CCc1ccc(O)c(-c2cc(C(=O)Nc3cccnc3)[nH]n2)c1,-11,3,43,-1,nt,-20,-1,20,4
COc1cccc(/C(O)=C/c2nc3ccc(C(=O)NCCc4cccc(C)c4)cc3[nH]c2=O)c1,-15,-8,0,-4,-2,-21,-54,-1,6
Cc1cc(O)c(C(C)C)cc1C1(c2cc(C(C)C)c(O)cc2C)OC(=O)c2ccccc21,-12,8,27,1,nt,nt,1,76*,70*
[O-][n+]1onc2c1CCc1c-2nn(-c2ccccc2Cl)[n+]1[O-],0,8,1,-2,2,-20,-6,28,16
CN(C(=O)C1CCCO1)c1nnc(-c2ccncc2)s1 (centres undefined),9,6,0,0,8,-4,3,17,8
COCCNc1nc2nonc2nc1NC(C)c1ccccc1Cl (centres undefined),-8,-1,16,-1,9,-5,1,-16,-2
COc1ccc2[nH]c3c(c2c1)CCn1c-3nc2ccccc2c1=O,-15,0,-11,-6,-3,3,-8,-4,4
COC(=O)c1cc(NC(=O)c2ccc(-c3ccccc3)cc2)ccc1Cl,-12,3,3,1,5,-19,0,-7,1
COc1ccc(-c2nnc(SCC(=O)c3cccs3)o2)c(OC)c1,-1,3,1,-5,10,-7,-2,-20,-11
CCCCN=CC1=C(O)C(C(=O)OC)C(C)(C)CC1=O (centres undefined),-4,-3,2,0,0,-17,-1,0,2
COc1ccc(C2=NOC(CN3C(=O)c4ccccc4S3(=O)=O)C2)cc1 (centres undefined),-8,-2,9,-1,10,-23,3,-16,-1
CC(=O)c1cc(NC(=O)c2cccc(C(F)(F)F)c2)c(=O)oc1C,-4,3,0,13,3,-16,18,5,1
O=C(Cc1cccs1)Nc1ccc(-c2nnc(-c3ccccc3)o2)cc1,2,-5,30,nt,-2,nt,nt,14,-12
CCC(=O)Nc1nc2ccccc2n1CCN(CC)CC,-3,-4,-5,1,-3,-15,2,-19,-14
Cc1occc1C(=O)NCc1ccco1,-1,-1,5,2,4,-11,1,-3,-14
CC1CC(C)CN(C(=O)Nc2ccccc2F)C1 (centres undefined),-13,2,8,-2,nt,-7,-5,-7,0
O=C(c1ccco1)N1CCN(Cc2cccc([N+](=O)[O-])c2)CC1,-6,8,19,0,-1,-11,0,2,8
CC(=NC(C)C)C1=C(O)CCC1=O,-9,3,-3,-1,-4,5,0,12,7
CC(C)(C)c1ccc(C(=O)Nc2ccc(N3CCOCC3)cc2)cc1,1,-3,-3,-1,1,-3,1,-7,-1
Cc1ccc(-c2nnc(N3CCN(C(=O)Cn4c(=O)n(C)c5ccccc54)CC3)c3ccccc23)cc1,-6,0,-2,1,6,-21,2,-6,-2
O=C(COC(=O)c1ccccc1Br)NCc1ccccc1,-5,5,5,-4,-2,0,-1,-6,1
Cc1nc(NC2=NCN(CCN3CCOCC3)CN2)nc2c(C)cccc12,-4,1,1,nt,5,nt,nt,-2,6
Cc1cc(NC(=O)COc2cccc(Oc3ccccc3)c2)no1,-5,-4,0,-2,2,-6,-2,-9,-11
C[N+](C)(C)CCCC(=O)c1ccc2c(c1)OCO2,8,1,0,1,-1,-1,-2,16,-11
CCOC(=O)c1ccc(Nc2ncnc3ccc(C)cc23)cc1,-4,5,2,0,45*,-13,1,-8,-9

# Quoted at random: four records from the list
SMILES,RBBP9 inh,p97 inhibitor,Hck-Nef inh,Runt-CBFb FRET,NPY-Y1 antag,Mdm2 ligase inh,Runt-SMMHC FRET,NPY1 pot ag,NPY2 pot ag
CC(C)(C)c1ccc(C(=O)Nc2ccc(N3CCOCC3)cc2)cc1,1,-3,-3,-1,1,-3,1,-7,-1
COCCNc1nc2nonc2nc1NC(C)c1ccccc1Cl (centres undefined),-8,-1,16,-1,9,-5,1,-16,-2
O=C(COC(=O)c1ccccc1Br)NCc1ccccc1,-5,5,5,-4,-2,0,-1,-6,1
CC(=NC(C)C)C1=C(O)CCC1=O,-9,3,-3,-1,-4,5,0,12,7

# The list goes on:
SMILES,RBBP9 inh,p97 inhibitor,Hck-Nef inh,Runt-CBFb FRET,NPY-Y1 antag,Mdm2 ligase inh,Runt-SMMHC FRET,NPY1 pot ag,NPY2 pot ag
CCN(CC)S(=O)(=O)c1ccc(N=Nc2c(C)[nH]n(C(N)=S)c2=O)cc1,6,-1,8,-2,4,-10,-19,-17,-6
COc1ccccc1C(=O)Nc1nnn(C)n1,-5,2,-2,-2,6,11,-1,-1,1
O=C(Cn1cc(C(=O)c2cccs2)c2ccccc21)NCc1cccs1,-3,8,11,-2,2,-4,6,14,7
CCCCN(CCCC)S(=O)(=O)c1ccc(NS(=O)(=O)c2ccc(NC(C)=O)cc2)cc1,-17,-5,-1,-11,8,-19,2,-5,-9
Cc1cc(NC(=O)CSc2nc(CCC3CCCC3)nc3ccccc23)no1,1,0,1,1,13,-8,4,-48,0
Cc1cc(C)c2c(n1)nn1c(N3CCN(c4ccccc4C)CC3)cc(C)nc21,-5,-2,3,nt,6,nt,nt,-28,-14
COc1ccc(NC(=O)Nc2ccc3c(c2)CCC3)cc1OC,-3,1,22,2,0,-10,0,16,12
C=CCn1c(SCc2ccc(C(=O)OC)cc2)nnc1-c1sc(N)nc1C,-2,-4,-8,-3,-1,-24,-6,-12,5
Cc1nn(-c2ccccn2)c2nc(-c3cccs3)cc(C(=O)NCc3ccco3)c12,1,5,1,3,17,-16,0,3,-2
Cc1cc(/C=N/NC(N)=S)c(C)n1-c1cccc(Cl)c1,-3,3,13,0,5,-27,1,-10,3
O=C(/C=C/c1ccccc1)NCCN1CCOCC1,-2,4,2,1,-4,-12,3,-3,7
O=C(c1ccccc1NS(=O)(=O)c1cccc2cccnc12)N1CCOCC1,-8,6,14,0,2,-9,2,18,8
c1ccc2c(-c3cc(C4CCNCC4)[nH]n3)cccc2c1,-8,1,16,-1,3,-15,-2,10,-18
CCCC(C)NCC(=O)Nc1ccccc1-c1ccccc1 (centres undefined),-7,-4,3,0,-1,nt,0,-10,-6
O=C(c1cc2sccc2n1Cc1ccc(F)cc1)N1CCc2ccccc21,-5,-1,6,0,18,nt,-5,-11,-13
CN1CCN(c2oc(COc3ccc(-c4ccccc4)cc3)nc2C#N)CC1,-1,-8,1,-2,10,-18,-7,-11,-21
CCCCNC(=O)c1onc(CSc2ccc(C(C)C)cc2)c1C(=O)O,-4,0,1,1,10,-17,-2,-23,-27
CCNC(=O)COc1ccc(S(=O)(=O)Nc2ccccc2)cc1,-4,-1,1,0,-1,-8,1,-18,-14
CCOC(=O)N1CCN(C(=O)CSc2nnc(-c3cccc(Cl)c3)o2)CC1,4,4,0,1,0,-23,0,-7,6
O=C(CN1CCC(Cc2ccccc2)CC1)N1CCc2ccccc2C1,0,-1,18,-1,10,-6,2,0,-6
Cc1nnc(SCc2ccccc2Cl)n1CC1CCCO1 (centres undefined),2,5,2,-1,3,-2,-6,8,2
CC(C)=CCCC1(C)C=Cc2c(c(C)cc3c2[nH]c2cc(O)ccc23)O1 (centres undefined),nt,nt,34,-2,nt,-24,-1,nt,nt
O=C(O)c1ccc(CNCc2c(Cl)cccc2Cl)cc1,-8,-4,-1,0,3,-2,-2,-12,-2
CC1(C)Cc2c(sc3ncn4nc(-c5ccco5)nc4c23)CO1,-9,3,9,nt,2,nt,nt,-11,16
COc1ccc(N2C(=O)CC(Nc3ccc(C)cc3)C2=O)cc1 (centres undefined),2,0,8,-1,-1,-11,2,9,2
COCCNC(=O)c1cnn2c1NC(c1ccco1)CC2C(F)(F)F (centres undefined),3,7,8,-4,-5,10,1,8,12
Cc1cc(N2CCCCC2)nc2ccc(NC(=O)c3ccc(Br)o3)cc12,2,0,8,-4,1,-1,-5,8,8
CC(Sc1nnc(COc2ccc3ccccc3c2)n1C)C(=O)O (centres undefined),-3,6,2,-1,0,-10,0,-5,-6
CC(C)CNC(=O)Nc1ccc(F)c(Cl)c1,3,0,-11,-2,-1,-90,-2,-14,-15
CN(C)c1ccc(/C=C/c2nnnn2-c2ccccc2)cc1,-5,2,16,1,4,-5,-3,-26,7
Cc1cc([N+](=O)[O-])nn1CC(=O)NCc1cccs1,-2,2,3,-2,4,2,-3,-12,-10
